Source: PubChem BioAssay (Sanford-Burnham Center for Chemical Genomics)
TIM10 inh: inhibits growth of TIM10 yeast strain; S. cerevisiae TIM10 strain growth, BacTiter-Glo luminescence, 24 h; AID 463195; inhibition, % at 10 µM; 330,000 compounds, 1.4% hits;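 active = inhibition of 40% or more at the single tested concentration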;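 also: wild-type TIM10 isogenic control strain grown at permissive 25 °C; 0% = DMSO yeast wells and 100% = minimal medium wells without yeast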
NLRP3 yeast inh: inhibitors of NALP3 inflammasome in yeast | AID 2825 | inhibition, % at 10 µM | Yeast reconstituted NLRP3/ASC/caspase-1, beta-gal luminescence, 24 h | 330,000 compounds, 0.39% hits;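 active = inhibition of 50% or more; inactive = inhibition below 50%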;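 also: plate controls were induced DMSO wells for no effect and uninduced yeast grown without galactose for full effect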
Mdm2 MdmX PPI: inhibitors of human Mdm2/MdmX interaction | O15151+Q00987 | SaOS-2 split-luciferase Mdm2/MdmX complementation, luminescence | inhibition, % at 8 µM | 330,000 compounds, 3% hits | AID 485346;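 active = inhibition of at least 50% at 8 µM in the primary screen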
Target sequence (O15151 whole entry, looked up): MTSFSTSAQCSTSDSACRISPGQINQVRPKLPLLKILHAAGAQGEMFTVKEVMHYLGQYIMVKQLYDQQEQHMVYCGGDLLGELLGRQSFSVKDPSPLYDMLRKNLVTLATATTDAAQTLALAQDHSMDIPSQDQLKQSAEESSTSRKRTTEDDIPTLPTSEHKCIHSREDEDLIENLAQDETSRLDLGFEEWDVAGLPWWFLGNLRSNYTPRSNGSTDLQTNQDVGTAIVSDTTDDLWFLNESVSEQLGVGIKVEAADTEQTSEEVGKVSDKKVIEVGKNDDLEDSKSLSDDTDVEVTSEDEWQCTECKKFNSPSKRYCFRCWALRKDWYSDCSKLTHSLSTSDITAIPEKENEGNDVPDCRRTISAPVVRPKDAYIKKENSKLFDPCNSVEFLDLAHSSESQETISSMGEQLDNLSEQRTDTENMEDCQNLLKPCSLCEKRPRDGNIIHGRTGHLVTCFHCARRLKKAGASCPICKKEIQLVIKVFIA
Target sequence (Q00987 whole entry, looked up): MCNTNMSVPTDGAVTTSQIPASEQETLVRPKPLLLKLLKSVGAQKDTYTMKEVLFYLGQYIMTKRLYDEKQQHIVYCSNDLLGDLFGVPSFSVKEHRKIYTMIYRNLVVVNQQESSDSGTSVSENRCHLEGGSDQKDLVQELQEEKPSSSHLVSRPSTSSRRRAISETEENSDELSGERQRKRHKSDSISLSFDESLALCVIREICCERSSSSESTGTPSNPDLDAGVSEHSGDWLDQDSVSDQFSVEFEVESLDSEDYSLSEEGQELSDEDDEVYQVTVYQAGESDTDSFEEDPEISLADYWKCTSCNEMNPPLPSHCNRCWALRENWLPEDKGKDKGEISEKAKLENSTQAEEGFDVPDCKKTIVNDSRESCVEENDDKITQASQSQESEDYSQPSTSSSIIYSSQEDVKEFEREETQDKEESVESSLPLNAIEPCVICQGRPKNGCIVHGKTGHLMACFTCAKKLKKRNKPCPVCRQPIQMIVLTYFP
XBP1 UPR activ: adaptive UPR (XBP1) activation. CHO-XBP1 luciferase reporter, IRE1-XBP1 UPR activation, luminescence; percent of tunicamycin response, DMSO as zero. activation, % at 20 µM. 330,000 compounds, 0.33% hits;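 active = versus positive control, 20 µM dose yields 30% or more activation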;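 also: 100% = tunicamycin at 10 µg/mL and 0% = DMSO only wells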
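Material: CHO cell line with stable XBP1 luciferase reporter; buffer or medium: F12 medium containing 10% fetal bovine serum; compound: single point, 20 µM final compound, 1% DMSO; incubation: 6 h treatment, 37 °C; measured by: glow luminescence from Steady-Glo reagent; evaluation: activation, % of tunicamycin; control set: tunicamycin high, DMSO low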
tim23-1 inh: inhibits growth of tim23-1 mutant yeast; AID 463212; 330,000 compounds, 1.3% hits; inhibition, % at 20 µM; S. cerevisiae tim23-1 growth, BacTiter-Glo luminescence, 24 h;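 active = growth inhibition of the mutant yeast at or above 50%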;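 also: temperature-sensitive mutant grown at 25 °C; plate controls were DMSO-treated mutant yeast for no effect and medium wells lacking yeast for full effect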
APJ agonist: activates the human apelin receptor APJ; AID 2520; P35414; CHO-K1 APJ PathHunter beta-arrestin, luminescence; 0% DMSO wells, 100% apelin; activation, % at 20 µM; 330,000 compounds, 0.11% hits;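 active = activation more than six SD over the plate average, tested at 20 µM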;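 also: 0% = DMSO alone and 100% = apelin-13 at 10 nM; some results filed as inactive read as strong as hits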
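system = engineered CHO-K1 APJ arrestin reporter cells | input = 1000 cells per well | timing = overnight seeding, 90 min compound at 25 °C, 1 h detection | measured by = enzyme-fragment complementation luminescence | read-out = beta-arrestin recruitment to APJ as agonist activity, luminescent signal | control set = negative DMSO alone, positive Apelin-13 at 10 nM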
GRIN3A LBD mod: NR3A (human) ligand-binding domain modulation | NR3A LBD differential scanning fluorimetry, Tm shift; 0% = protein alone, 100% = glycine-bound protein | Tm shift relative to glycine control, % at 25 µM | 340,000 compounds, 2.5% hits;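 active = melting temperature shift of at least 10% of the positive control shift, at one fixed dose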
CHOP UPR activ: activators of apoptotic arm of unfolded protein response (CHOP) | 330,000 compounds, 0.34% hits | AID 449763 | activation, % at 10 µM | CHO-CHOP luciferase reporter, UPR activation, luminescence; percent of tunicamycin response over DMSO baseline;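 active = at 10 µM dose, activation of 40% or more, normalized to positive control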;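 also: 100% = tunicamycin at 10 µg/mL and 0% = DMSO alone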
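System: CHO-CHOP luciferase reporter cell line; amount: 500 cells/well; buffer or medium: F12 medium containing 10% fetal bovine serum; incubation: 6 h compound exposure at 37 °C after overnight seeding; measured by: luciferase luminescence after 10 min with Steady-Glo reagent; evaluation: % reporter activation, DMSO baseline versus tunicamycin full activation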
tim10-1 inh: growth inhibitors of tim10-1 mutant yeast | S. cerevisiae tim10-1 ts strain growth, BacTiter-Glo, 24 h | 330,000 compounds, 2.2% hits | inhibition, % at 20 µM;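 active = inhibition of at least 40%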;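 also: mutant grown at 25 °C; 0% = DMSO wells with yeast and 100% = wells holding no yeast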
An asterisk follows results filed as active; . = not tested or not shown.

No.	Compound	TIM10 inh	NLRP3 yeast inh	Mdm2 MdmX PPI	XBP1 UPR activ	tim23-1 inh	APJ agonist	GRIN3A LBD mod	CHOP UPR activ	tim10-1 inh
1	COc1ccc(/C(C)=N/NC(=O)CNC(=O)c2ccncc2)c(OC)c1	-5.3	12.7	14.1	-0.2	7.7	-5.7	8.0	0.0	10.1
2	S=C(c1ccc(-c2cc(Cl)ccc2Cl)o1)N1CCCCC1	-1.3	-4.3	0.8	-1.4	14.9	-2.4	0.2	1.9	29.4
3	Cc1ccnc(NS(=O)(=O)c2ccc(Cl)nc2)c1	-0.9	3.6	5.3	-4.3	11.1	1.3	-0.4	-2.5	-10.8
4	CCN(CC)S(=O)(=O)c1ccc(N2CCCC2)c(NC(=O)Cc2c(F)cccc2Cl)c1	6.1	19.2	14.9	-4.7	0.4	-4.7	-0.4	-0.6	-7.8
5	CC1(CC(=O)N/N=C/c2ccc(OCc3ccc(Cl)cc3Cl)cc2)OCCCO1	49.2*	13.9	-113.1	-1.5	42.0	3.5	-9.1	4.5	63.3*
6	O=C(Nc1ccc(Cl)cc1C(=O)Nc1ccncc1)c1ccco1	18.3	5.7	41.8	0.2	18.6	0.2	-0.5	1.1	33.3
7	CCOC(=O)C1=C(CC)OC(N)=C(C#N)C1c1cccs1 (stereo not drawn)	-1.1	9.5	5.0	-2.4	19.5	1.3	2.0	-0.5	22.2
8	CCN1CCN(C(=O)c2ccc(-c3nc4ccccc4s3)s2)CC1	11.6	8.3	-138.1	0.3	12.9	-0.9	-1.2	3.7	24.0
9	O=C(COc1ccccc1)N/N=C/c1ccc2c(c1)OCO2	17.8	19.7	-26.9	-1.0	-2.0	-3.2	-0.6	0.4	-0.1
10	Cc1ccc(N2CC(C(=O)Nc3ccccc3C(=O)N3CCOCC3)CC2=O)cc1 (stereo not drawn)	3.2	34.4	20.1	-1.2	-3.6	-2.2	-0.4	-0.5	-6.7
11	O=C(Nc1ccccc1Cl)N1CCN(c2ccccn2)CC1	3.5	11.2	-6.6	1.1	19.1	-4.2	1.2	1.0	19.9
12	CCC1CCC(C(=O)NC(CCSC)C(=O)NCCc2ccc(S(N)(=O)=O)cc2)CC1 (stereo not drawn)	-13.7	5.8	5.0	2.7	4.2	-2.3	8.4	-0.3	11.6
13	CCC(Sc1nc2cc(OC)c(OC)cc2c(=O)n1Cc1ccc(OC)cc1)C(=O)NCCOC (stereo not drawn)	0.4	-3.7	7.8	-2.7	9.2	-0.6	-0.1	-1.2	8.1
14	O=C(O)/C(=C\c1cccc(OCc2ccccc2)c1)c1ccc(F)cc1	-3.2	0.1	14.3	-0.5	23.4	-1.9	-1.2	-0.4	25.6
15	COc1ccc(-c2cc(C)no2)cc1S(=O)(=O)N1CCN(C(=O)c2ccco2)CC1	9.4	9.1	10.4	-8.6	16.3	1.2	0.5	2.5	1.1
16	CCCOc1ccc(N2C(=O)CC(N(Cc3ccc(S(N)(=O)=O)cc3)C(=O)CC)C2=O)cc1 (stereo not drawn)	12.2	16.1	10.7	3.8	12.0	-1.8	1.2	-3.8	19.6
17	c1ccc(Oc2ccc(-c3ccnc4ncnn34)cc2)cc1	-12.8	31.6	19.2	1.9	-31.4	-4.2	-2.9	-1.5	-6.4
18	CN(C)N1C(N)=C(C#N)C(c2cccc([N+](=O)[O-])c2)C2=C1CC(C)(C)CC2=O (stereo not drawn)	-22.0	14.1	3.5	-3.6	-1.1	-3.4	-0.7	0.3	-1.4
19	COc1ccc2cc3c(N)nn(C(=O)c4ccccc4[N+](=O)[O-])c3nc2c1	-2.1	-2.9	93.3*	-1.5	5.2	0.2	-5.5	1.0	21.6
20	Cc1c(NC(=O)c2ccc(Br)o2)c(=O)n(-c2ccccc2)n1C	-3.7	14.7	12.8	-4.0	4.8	2.5	.	0.1	-8.6
21	CCN(CC)S(=O)(=O)c1cccc(NC(=O)CCNC(=O)c2ccccc2Cl)c1	9.8	19.6	14.7	-1.7	-0.2	-0.6	-2.8	1.9	-3.9
22	N/C(=N\OC(=O)COc1ccc(Br)cc1)c1ccncc1	21.8	9.9	-64.9	2.6	10.0	-1.0	-3.9	2.1	4.4
23	COc1ccc(S(=O)(=O)N2CCN(C(=O)c3cc(C4CC4)nn3-c3ccccc3)CC2)cc1OC	-1.3	7.7	25.5	-3.5	11.1	-1.9	1.6	-0.5	5.3
24	O=C(N[C@@H](Cc1ccc(Br)cc1)C(=O)O)OCC1c2ccccc2-c2ccccc21	-1.9	14.3	17.4	-1.4	30.7	-1.7	-18.5	-0.7	23.0
25	CCOC(=O)CCCCCC(=O)Nc1ccc2c(c1)CC(=O)N([C@H](C)CO)C[C@@H](C)[C@H](CN(C)Cc1ccc3c(c1)OCO3)O2	2.6	10.4	19.8	-3.2	-6.3	-4.0	0.8	0.6	-7.7
26	O=C1CCCN1CCCNc1ccc2nnc(CCC(=O)N3CCN(c4ccc(F)cc4)CC3)n2n1	17.1	-1.0	6.5	-6.6	14.6	-2.7	-0.8	-0.4	3.0

Sorted by heavy-atom count (low to high): some entries from above.
No.	Compound	TIM10 inh	NLRP3 yeast inh	Mdm2 MdmX PPI	XBP1 UPR activ	tim23-1 inh	APJ agonist	GRIN3A LBD mod	CHOP UPR activ	tim10-1 inh
22	N/C(=N\OC(=O)COc1ccc(Br)cc1)c1ccncc1	21.8	9.9	-64.9	2.6	10.0	-1.0	-3.9	2.1	4.4
17	c1ccc(Oc2ccc(-c3ccnc4ncnn34)cc2)cc1	-12.8	31.6	19.2	1.9	-31.4	-4.2	-2.9	-1.5	-6.4
20	Cc1c(NC(=O)c2ccc(Br)o2)c(=O)n(-c2ccccc2)n1C	-3.7	14.7	12.8	-4.0	4.8	2.5	.	0.1	-8.6
14	O=C(O)/C(=C\c1cccc(OCc2ccccc2)c1)c1ccc(F)cc1	-3.2	0.1	14.3	-0.5	23.4	-1.9	-1.2	-0.4	25.6
19	COc1ccc2cc3c(N)nn(C(=O)c4ccccc4[N+](=O)[O-])c3nc2c1	-2.1	-2.9	93.3*	-1.5	5.2	0.2	-5.5	1.0	21.6
18	CN(C)N1C(N)=C(C#N)C(c2cccc([N+](=O)[O-])c2)C2=C1CC(C)(C)CC2=O (stereo not drawn)	-22.0	14.1	3.5	-3.6	-1.1	-3.4	-0.7	0.3	-1.4
21	CCN(CC)S(=O)(=O)c1cccc(NC(=O)CCNC(=O)c2ccccc2Cl)c1	9.8	19.6	14.7	-1.7	-0.2	-0.6	-2.8	1.9	-3.9
15	COc1ccc(-c2cc(C)no2)cc1S(=O)(=O)N1CCN(C(=O)c2ccco2)CC1	9.4	9.1	10.4	-8.6	16.3	1.2	0.5	2.5	1.1
12	CCC1CCC(C(=O)NC(CCSC)C(=O)NCCc2ccc(S(N)(=O)=O)cc2)CC1 (stereo not drawn)	-13.7	5.8	5.0	2.7	4.2	-2.3	8.4	-0.3	11.6
16	CCCOc1ccc(N2C(=O)CC(N(Cc3ccc(S(N)(=O)=O)cc3)C(=O)CC)C2=O)cc1 (stereo not drawn)	12.2	16.1	10.7	3.8	12.0	-1.8	1.2	-3.8	19.6
23	COc1ccc(S(=O)(=O)N2CCN(C(=O)c3cc(C4CC4)nn3-c3ccccc3)CC2)cc1OC	-1.3	7.7	25.5	-3.5	11.1	-1.9	1.6	-0.5	5.3
26	O=C1CCCN1CCCNc1ccc2nnc(CCC(=O)N3CCN(c4ccc(F)cc4)CC3)n2n1	17.1	-1.0	6.5	-6.6	14.6	-2.7	-0.8	-0.4	3.0
